Assay outcomes as filed in PubChem BioAssay.
ERAP1 HTS inh = ERAP1 (human) enzyme inhibition. Q9NZ08. recombinant ERAP1, Leu-AMC fluorescence, 60 min. inhibition, % at 10.7 µM. hit rate 0.15% among 340,000;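 active = mean replicate inhibition of at least 30%, or all replicates individually reaching that 30% level; inactive = mean below 30% and not every replicate reaching it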;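 note: 0% = neutral control wells and 100% = L-leucinethiol positive control wells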
Target sequence (Q9NZ08 whole entry, looked up): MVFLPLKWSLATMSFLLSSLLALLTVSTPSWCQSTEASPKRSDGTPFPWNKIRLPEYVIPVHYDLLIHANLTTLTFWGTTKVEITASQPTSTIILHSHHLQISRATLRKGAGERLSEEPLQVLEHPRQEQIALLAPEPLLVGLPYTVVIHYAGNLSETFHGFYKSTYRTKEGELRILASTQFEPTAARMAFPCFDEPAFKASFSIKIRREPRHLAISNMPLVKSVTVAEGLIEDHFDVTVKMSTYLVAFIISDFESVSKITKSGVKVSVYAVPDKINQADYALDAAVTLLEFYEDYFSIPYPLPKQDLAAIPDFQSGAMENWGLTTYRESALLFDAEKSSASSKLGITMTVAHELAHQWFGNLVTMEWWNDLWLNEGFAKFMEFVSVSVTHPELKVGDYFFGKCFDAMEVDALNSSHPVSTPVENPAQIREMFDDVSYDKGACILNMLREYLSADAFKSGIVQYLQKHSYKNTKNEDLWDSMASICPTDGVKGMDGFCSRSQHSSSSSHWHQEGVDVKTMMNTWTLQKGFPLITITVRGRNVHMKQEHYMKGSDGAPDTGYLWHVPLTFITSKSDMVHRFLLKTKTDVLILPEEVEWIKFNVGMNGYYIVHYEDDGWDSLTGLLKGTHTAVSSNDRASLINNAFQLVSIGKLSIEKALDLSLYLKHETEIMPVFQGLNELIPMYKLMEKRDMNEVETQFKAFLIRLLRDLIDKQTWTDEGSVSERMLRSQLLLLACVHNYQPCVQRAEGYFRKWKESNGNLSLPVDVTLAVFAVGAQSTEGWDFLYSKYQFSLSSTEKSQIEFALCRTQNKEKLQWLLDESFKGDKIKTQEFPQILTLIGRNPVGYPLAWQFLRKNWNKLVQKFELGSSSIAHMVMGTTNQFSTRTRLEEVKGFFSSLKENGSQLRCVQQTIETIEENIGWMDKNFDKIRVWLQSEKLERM
esBAF inh = inhibitors of esBAF chromatin remodeling in mouse ES cells; Bmi1-luciferase knock-in reporter, 24 h; 100% = twice the neutral-well signal; reporter increase, % at 12.5 µM; hit rate 2% among 350,000; AID 602393; in the data active = activation above about 40%; inconclusive = no clear call, values can overlap the other calls;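 note: 0% = median of the plate's neutral control wells and 100% = double that signal; a rise in the Bmi1 reporter signal indicates esBAF inhibition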
GSIS activator = GLuc luminescence reporter in INS-1E cells, primary screen for activators of glucose-dependent secretion of insulin. activation, % at 16.6 µM. AID 743287. hit rate 0.61% among 370,000. INS-1E GLuc reporter insulin secretion, 2-3 h;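 active = lowest replicate activation of at least 40%, so every replicate reaches that level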;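 note: 0% = median of neutral control wells and 100% = median of IBMX positive control wells; some compounds called inactive have numbers as strong as hits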
RAD52 inh = RAD52 (human) annealing inhibition; P43351; recombinant RAD52 DNA annealing, FRET fluorescence; inhibition, % at 18.7 µM; hit rate 0.46% among 360,000; AID 651710;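 active = every replicate showing at least 50% inhibition; inconclusive = mean inhibition at least 50% but not in every replicate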
XiGFP reactiv = reactivates the inactive X chromosome in mouse fibroblasts. XiGFP mouse fibroblasts, % GFP-positive cells imaging, 3 d; cells co-treated with 5-aza-dC sensitizer; scaled so ellipticine positive control = 100%. activation, % at 7.58 µM. hit rate 0.055% among 360,000;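 active = mean normalized replicate activation at least 10% and every replicate at or above 10%; inconclusive = only one of the two criteria met; inactive = mean below 10% and not all replicates reach 10%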;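 note: 0% = median of on-plate neutral control wells and 100% = ellipticine 6 µM median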
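Material: XiGFP fibroblasts, SV40-immortalized; Buffer or medium: DMEM containing 5-aza-dC; Compound dosing: single point; Times: 3 days compound exposure.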
ARNT-TACC3 inh = ARNT/TACC3 interaction disruption; AlphaScreen His-ARNT PAS-B/GST-TACC3 binding, luminescence; TACC3 fragment carries E629A point mutation; hit rate 0.66% among 390,000; AID 623870; inhibition, % at 9.99 µM;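 active = mean inhibition of replicates at least 50% and at least half of replicates each reaching 50%; inconclusive = half or more replicates reach 50% but mean below 50%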;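 note: 0% = complete ARNT plus TACC3 wells and 100% = ARNT alone without TACC3; many hits fall short of the cut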
CFTR F508del cor = CFTR F508del correction in bronchial cells; activity (quench increase), % at 7.58 µM; hit rate 0.36% among 350,000; AID 720511; CFBE cells, YFP halide quenching; stimulated with forskolin plus potentiator P3; % fluorescence drop versus neutral controls;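 active = mean added fluorescence quench of at least 8% versus neutral control, with both replicates also reaching 8%; inconclusive = only one of the mean or replicate conditions met; inactive = mean below 8% and not both replicates reaching 8%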;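 note: cells transiently co-express mutant CFTR-F508del with the halide-sensitive YFP; corrector assay measuring rescue of mutant channel to the surface after 24 h compound exposure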
RAD54 branch = inhibitors of human RAD54 branch migration. hit rate 0.14% among 360,000. Q92698. AID 602329. RAD54 Holliday junction branch migration, FAM/BHQ fluorescence. inhibition, % at 10.4 µM;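 active = mean normalized replicate activity at least 40 and at least half of replicates scoring 40 or more; inconclusive = only one of the two criteria met; inactive = mean below 40 and under half of replicates reaching 40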;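 note: 0% = median of neutral control wells and 100% = median of positive control wells; inhibitors cause a drop in the FAM fluorescence signal; in these data hits start at about 50%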
An asterisk follows results filed as active; ? = inconclusive; · = no result given; & = joins results of further samples.

compound,ERAP1 HTS inh,esBAF inh,GSIS activator,RAD52 inh,XiGFP reactiv,ARNT-TACC3 inh,CFTR F508del cor,RAD54 branch
O=C(Cn1c(NCCO)nc2ccccc21)c1ccco1,5,-5,-1,-3,·,-4,1.1,-7
Cc1ccc(NC(=O)C(OC(=O)c2cc(C)oc2C)c2ccccc2)cc1 (stereo unspecified),1,6,0,-21,-0.2,-3,·,-1
COc1ccc(CN2C(=O)c3ccccc3C2C(=O)NCCc2ccccc2)c(OC)c1 (stereo unspecified),·,·,-46,4,3.5,1,1.5,7
CCN1CCN(C(=O)c2ccc(Cl)c(S(=O)(=O)N(C)c3ccccc3)c2)CC1,-1,-4,6,-3,-0.1,3,-1.7,-2
O=C(C[C@H]1C[C@H]2c3cc(NC(=O)Nc4ccc(C(F)(F)F)cc4)ccc3O[C@H]2[C@@H](CO)O1)NCc1cc(F)ccc1F,0,-6,9,10,0.4,-5,1.7,-23
Cc1ccc(S(=O)(=O)N2CCOCC2)s1,-1,-14,7,12,0.3,-17,2.2,-3
CC(Oc1ccccc1)c1nnc(N)s1 (stereo unspecified),-4,-8,12,-14,0.1,13,-0.9,3
Cc1cc(NC(=O)c2cc3ccccc3o2)no1,3,21,18,-11,-0.8,-14,-2.0,-6
Cc1cc(C(=O)COC(=O)CCCN2C(=O)c3ccccc3C2=O)c(C)n1C,·,6,16,·,·,6,·,1
CS(=O)(=O)N1CCCCN2[C@H](C1)[C@@H](c1ccc(Br)cc1)[C@@H]2CO,3,4,-1,2,-0.1,·,1.5,-11
Cc1ccc(-n2c(SCC(N)=O)nc3c(c2=O)C2(CCCC2)Cc2ccccc2-3)cc1,·,-4,0,·,0.0,·,·,1
O=C(Cn1c2ccc(F)cc2c2nc3n(c(=O)c21)CCS3)NCC1CCCO1 (stereo unspecified),2,-6,-5,-4,0.2,·,2.9,-1
N#C[C@@H]1[C@H](c2ccccc2C2=CCCC2)[C@@H](CO)N1S(=O)(=O)c1ccccc1,0,·,-22,-20,0.2,·,-3.2,·
Cc1cccc(N=C/C(C(=O)C(F)(F)F)=C(\O)c2ccco2)c1,-2,?,20,-14,0.1,-1,·,-10
COc1cccc(NC(=O)N[C@H]2CC[C@H](CC(=O)N3CCN(C)CC3)O[C@H]2CO)c1,1,1,7,-9,0.4,-2,-0.3,1
COC(=O)C(CC#Cc1ccc2c(c1)[C@]1(C(=O)N2)[C@H](c2ccc(OCCO)cc2)N2[C@H](c3ccccc3)[C@H](c3ccccc3)OC(=O)[C@H]2[C@@H]1C(=O)N1CCN(c2ncccn2)CC1)C(=O)OC,-6,·,·,-24,·,-23,-0.2,-1
CCn1c(=O)c2sccc2n2c(CCCC(=O)NCc3cccnc3)nnc12,5,9,21,-3,0.0,0,1.5,-23
O=C(CN1CCN(C(=O)N2CCOCC2)CC1)Nc1cc(Cl)ccc1Cl,-3,5,8,-13,0.0,-18,-2.1,-5
CSCC[C@@H](CO)NC(=O)c1ccc2nc(C3CCCCC3)oc2c1,-2,-9,-7,-8,0.2,·,-1.9,-3
O=C1NC(=O)/C(=C\c2ccccc2OCc2ccccc2)S1,-1,-3,-47,-13,0.1,-7,3.3,8
COCCNc1c2c(nc3ccccc13)CCC2,5,-4,22,-15,0.3,1,0.7,6
Cc1nc(-c2ccccc2)sc1C(=O)CSc1ccc(F)cc1,·,-3,-4,·,·,-22,·,8
COc1ccc(Nc2nnc(Cc3ccc(Cl)cc3)c(=O)[nH]2)c(OC)c1,·,-12,-12,·,·,3,·,-4
COc1ccc(CCNC(=O)CN2C(=O)COc3ccc(S(=O)(=O)N4CCCC4)cc32)cc1OC,0,7,5,-6,0.0,-2,-1.5,-4
CC(C)CCN(C(=O)CCCSc1nc2ccccc2[nH]1)c1c(N)n(Cc2ccccc2)c(=O)[nH]c1=O,-2,-2,-4,-36,-0.1,7,3.4,-3
CC(C)CC(=O)Nc1ccnc(-c2ccncc2)n1,-6,-2,19,-6,0.0,4,0.7,-3
O=C(CSc1nnc2c(n1)[nH]c1ccccc12)OCc1ccccc1,·,3,21,·,·,0,·,4
COc1ccc(OCC(=O)O/N=C(\N)Cc2cccs2)cc1,3,·,-5,6,-0.3,-32,·,·
C[C@@H]1CN([C@H](C)CO)C(=O)Cc2cc(NS(=O)(=O)c3cccs3)ccc2O[C@@H]1CN(C)Cc1ccc(Oc2ccccc2)cc1,0,1,-20,0,0.4,·,1.3,-1
COc1ccc(N2CCN(C(C)=C3C(=O)c4ccccc4C3=O)CC2)cc1,-4,·,2,4,0.0,-2,0.6,·
COc1ccccc1-c1cc(C(=O)N2CCN(c3ccccc3)CC2)no1,-3,-5,-9,1,-0.1,-1,1.1,7
Oc1ccc(-c2csc(Nc3ncccn3)n2)cc1O,0,·,5,-36,0.5,2,2.9,·
Cc1ccc(S(=O)(=O)N[C@@H]2CC[C@@H](CC(=O)N3CCc4ccccc4C3)O[C@@H]2CO)cc1,0,0,-5,2,0.0,-6,-2.1,-5
O=C(Cc1ccncc1)NCC[C@@H]1CC[C@H](NC(=O)C2CCCC2)[C@@H](CO)O1,1,2,4,-22,-0.1,1,3.2,14
COc1ccc(-c2ccccc2[C@H]2[C@@H]3C=CC[C@@H](C)[C@@H]3C(=O)N2Cc2ccccc2)cc1,·,7,4,-3,0.8,-1,1.7,6
O=C(Nc1ccc(F)cc1)C(c1ccccc1)N1CCN(S(=O)(=O)c2c(F)cccc2F)CC1 (stereo unspecified),·,·,-31,·,0.1,-2,·,-11
COc1ccc(CC(=O)NC(=S)Nc2cccc(C)c2)cc1,-3,·,-42,-10,0.3,-8,1.5,·
COc1cccc(-c2ccc3c(c2)O[C@H](CN(C)Cc2cccnc2)[C@@H](C)CN([C@H](C)CO)S3(=O)=O)c1,-2,-4,-10,4,0.0,10,1.4,4
COc1ccc(C(=O)Nc2ccc(C)cn2)cc1S(=O)(=O)N1CCCc2ccccc21,0,13,-1,-9,-0.1,·,-1.5,-2
CC(C)n1cnc2c(NCc3ccc(S(N)(=O)=O)cc3)nc(NCc3ccc(S(N)(=O)=O)cc3)nc21,-2,-5,-5,-13,0.1,-2,1.2,2
Cc1ccc(N2CC(C(=O)Nc3ccc(S(=O)(=O)Nc4nccs4)cc3)CC2=O)cc1 (stereo unspecified),-3,-1,7,-74,0.0,1,-0.6,-6
C[C@@H]1CN([C@H](C)CO)C(=O)Cc2cc(NC(=O)Nc3ccc(C(F)(F)F)cc3)ccc2O[C@@H]1CN(C)Cc1ccc(C(=O)Nc2ccccc2N)cc1,-3,9,-1,-1,0.0,-24,4.2,-3
Cc1onc(-c2c(F)cccc2Cl)c1C(=O)OCC(=O)N(C)c1ccccc1,-2,-2,-28,-18,0.2,·,-2.9,-14
O=C(O)C1=C[C@H](c2csc3ccccc23)C[C@H](OCCCCO)O1,0&1,9,-2,-7&-4,0.1,2&-2,-2.4&0.3,1&1
COc1ccc(OCc2ccc(/C=N\NC(=O)c3sccc3C)o2)cc1,-2,·,7,-11,0.1,23,1.4,-17
Cc1ccc(S(=O)(=O)NC(=O)Nc2ccccc2)cc1,-4,·,11,4,0.1,-5,-3.4,·
O=CN(Cc1nc2ccccc2[nH]1)c1ccc(C(=O)O)cc1,-9,·,52,-14,0.1,0,-0.7,4
CCc1ccc2c(CN3CCN(Cc4ccccc4)CC3)cc(=O)oc2c1,-7,-5,-2,-28,-0.1,5,-0.5,1
O=c1[nH]c(=O)n(Cc2ccco2)c2c1C(C(F)(F)F)(C(F)(F)F)N=C(CCc1ccccc1)N2,·,-1,-42,·,·,-10,·,-37
COc1ccc(-c2csc(NC(=O)C3CCN(c4ncnc5sc(C)c(C)c45)CC3)n2)cc1OC,-1,-31,-3,-2,0.6,-4,3.4,16
O=Cc1c(Cl)nc2ccccn2c1=O,4,·,10,-56,0.1,4,-2.5,·
COc1ccc(C(=O)NCc2ccc3c(c2)OCO3)c(OC)c1,-1,1,19,-20,0.1,-5,1.5,-9
CC(=O)Nc1ccc(S(=O)(=O)NCC(=O)OCC(=O)N2CC(C)OC(C)C2)cc1 (stereo unspecified),0,-5,0,-7,0.0,1,1.6,-5
C[C@H]1CN([C@@H](C)CO)C(=O)c2cccc(NC(=O)c3cnccn3)c2O[C@@H]1CN(C)S(=O)(=O)c1ccccc1,·,-5,-5,·,-0.2,·,-0.6,·
Nc1nonc1C(=O)N/N=C\c1cc2c(cc1Cl)OCO2,1,17,32,0,0.1,-23,1.8,1
CO[C@H]1CN(C)C(=O)c2ccc(NS(C)(=O)=O)cc2OC[C@H](C)N(Cc2ccccn2)C[C@H]1C,·,2,-1,·,-0.3,23,0.1,-5
O=C(NCCCN1CCOCC1)C(=O)N/N=C/c1ccccc1,-5,-2,-2,-9,0.2,3,-3.0,·
Clc1ccccc1/C=C/C=N/Nc1nc(N2CCOCC2)nc(N2CCOCC2)n1,3,-2,-28,-12,0.0,2,-0.9,5
Cc1ccccc1-c1cnc2c(c1)C(=O)N([C@@H](C)CO)C[C@H](C)[C@H](CN(C)CC1CCOCC1)O2,-1,1,23,-2,0.2,-2,-2.3,0
CC1SCC(=O)N(CC(=O)Nc2ccc3c(c2)OCO3)C1=O (stereo unspecified),1,-1,0,-1,0.2,-1,·,-4

Following part:
compound,ERAP1 HTS inh,esBAF inh,GSIS activator,RAD52 inh,XiGFP reactiv,ARNT-TACC3 inh,CFTR F508del cor,RAD54 branch
CCOC(=O)C1=C(COC(=O)CNC(=O)c2cccc(C)c2)NC(=O)NC1C (stereo unspecified),3,9,23,-2,0.0,1,-3.5,·
C[C@H]1CN([C@@H](C)CO)S(=O)(=O)c2ccc(C#Cc3ccncc3)cc2O[C@H]1CN(C)C(=O)C1CCOCC1,-1,0,17,-14,-1.2,·,2.9,-9
CN1CCN(C(=O)c2cc(COc3ccccc3)on2)[C@@H](c2ccccc2)C1,3,64*,-9,-22,0.0,-1,-1.8,-3
CO[C@@H]1CN(C)C(=O)c2cc(NC(=O)C3CC3)ccc2OC[C@H](C)N(C(=O)Cc2ccccn2)C[C@H]1C,-3,2,4,12,0.3,-12,4.0,3
CN(C(=O)CSc1nc2ccc(Br)cc2c(=O)n1Cc1ccco1)C1CCS(=O)(=O)C1 (stereo unspecified),0,-9,-6,-15,0.3,-3,2.5,-8
CC1=C(C)C(OCCCl)N(c2cc(O)c(Cl)cc2F)C1=O (stereo unspecified),·,·,14,-14,0.1,-8,-3.4,·
COc1ccc(OC)c(C(=O)Nc2c(O)ccc3ccccc23)c1,·,12,·,-14,0.0,13,1.9,·
O=C(NC(c1ccc(Cl)cc1)c1cnccn1)C1CCN(CCOc2ccc(F)cc2)CC1 (stereo unspecified),-6,-5,·,-21,0.0,·,-0.4,-2
CNc1nc(Cl)c(SC)c(NCc2ccc(F)cc2)n1,-2,3,-46,-10,0.0,-10,-0.7,-11
